TSHR antagonist: blocks TSH signaling through the human TSH receptor | P16473 | TSHR-expressing cells, TSH-stimulated cAMP HTRF, 2 h; hits give low values | activity change, negative = inhibition, % at 11.5 µM | actives 0.2% (n = 330,000);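 active means activity change below a set negative limit, meaning inhibition stronger than a set level, cut at about -70% in these data; inconclusive means activity change between two set negative limits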; further: on the % scale 0 is the no-effect control and ±100 the full control effect
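Competitive HTRF cAMP read-out (cryptate anti-cAMP antibody, cAMP-d2; 30 min, room temperature) in freshly harvested TSHR cells. Compounds added before TSH at EC80 (4nM final), followed by 2 hours' incubation at 37 deg C.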
A-T KAP1 phos: potential ataxia-telangiectasia treatment | Potency, µM (titrated, usually from 57.5 µM), without a hit: at the top dose activation, usual class: activators | […] A-T fibroblasts, KAP-1 phosphorylation AlphaLISA; neocarzinostatin DNA damage 30 min before lysis | actives 0.19% (n = 320,000); further: potency means the concentration at half of the fitted maximal effect; % of control where 0% means no effect; nearly all actives have a fitted effect of over 45% in size
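hTERT-immortalized A-T patient fibroblasts ([…]), 500 cells/well in OPTI-MEM, 1% FBS, got compounds for 60 min, then NCS for 30 min at 37C. Lysates were then assayed for phospho-KAP-1 by AlphaLISA (anti-pKAP1 donor, anti-KAP1 acceptor beads), 6 hr at 25C.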
KCNH2 WT inh: KCNH2 (human, wildtype) channel inhibition; U2OS, BacMam KCNH2, thallium flux FluxOr; hits give low values; activity change, % at 1.84 µM; actives 0.37% (n = 340,000); AID 720551;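 active means maximum activity change below -70%; inconclusive means maximum activity change between -70% and -50%; inactive means maximum activity change above -50%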; further: on the % scale 0 is the no-effect control and ±100 the full control effect
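U2OS cells transduced with wild-type KCNH2 virus are loaded with FluxOr dye for 45 min, and thallium flux is measured in kinetic reads before and after stimulation buffer. Rate constants are normalized to DMSO controls.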
Giardia kill: kills Giardia lamblia; Giardia lamblia trophozoite viability; activity change, % at 7.66 µM, hits read low; actives 0.15% (n = 340,000); in the data active means activity change below about -80%; inconclusive means between about -30% and that limit;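 further: parasites exposed to compound for two days anaerobically before the ATP read; on the % scale 0 is the no-effect control and ±100 the full control effect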
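Luminescence from cellular ATP indicates surviving trophozoites (100 cells/well) following 48 hrs anaerobic compound treatment at 37 deg C; signal develops 15-30 min at room temperature.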
TCR activator: activates T cell receptor signaling | 330,000 tested, under 10 active | Potency, µM (doses to about 9.22 µM), without a hit: at the top dose activation of IL-2 secretion, usual class: activators | AID 504894 | primary human leukocytes, anti-CD3, IL-2 HTRF, 48 h; further: % of control where 0% means no effect
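Primary human leukocytes incubated 48 hr with anti-CD3 beads plus compound, without co-stimulation. Secreted IL-2 measured by HTRF (europium cryptate/d2 anti-IL-2 pair, 320 nm excitation, 665 nm emission).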
MLL CXXC-DNA inh: inhibitors of human MLL CXXC domain-DNA interaction; Q03164; MLL-CXXC / FITC-HOXA9 DNA fluorescence polarization; Potency, µM (top dose mostly 115 µM), without a hit: at the highest dose activity change, negative = inhibition, actives largely listed as inhibitors; actives 0.037% (n = 290,000); AID 2662; active means well fitted inhibition curve with a large enough effect in the polarisation, with a control signal flat, not every such curve was filed as active; inconclusive means small, poorly fitted or top-dose-only effect, or effect the other way, or a change in a side signal; inactive means no such curve, though single readings can be large or run the other way; the % refers to the polarisation; further: potency means the concentration at half of the fitted maximal effect
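Steps: dispense CXXC domain solution (7 uM) → pin compounds or unlabeled HOX-A9 DNA control → 5 min ambient → add FLSN-HOX-A9 solution (50 nM) → spin → 30 min ambient → fluorescence polarization. Tris pH 7.5/NaCl/DTT/BSA buffer.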
Coupling enz: coupling enzyme interference in Giardia aldolase counter-screen; activity change, negative = inhibition, % at 58.2 µM, hits read low; actives 0.67% (n = 290,000); AID 2472; coupling enzyme system counterscreen, AmpLite Red fluorescence; in the data active means activity change below about -30%; further: on the % scale 0 is the no-effect control and ±100 the full control effect
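Counterscreen lacking aldolase: glyceraldehyde-3-phosphate coupling-enzyme reagent preincubated 10 min at RT with compound (at 57.5 uM final), then substrate/coupling system with AmpLite Red added; fluorescence read at 525/598 nm after 20 min RT.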
Chronic BCR inh: chronic active BCR signaling inhibition; actives 0.05% (n = 340,000); Potency, µM (top dose mostly 46.1 µM), without a hit: at the top dose ratio change, negative = lower green/red ratio, usual class: inhibitors; ABC-DLBCL IkBa-CBG/CBR reporter, luminescence ratio, 4 h; active means well fitted inhibition curve with a large enough effect in the signal ratio, with a control signal flat, not every such curve was filed as active; inconclusive means small, poorly fitted or top-dose-only effect, or effect the other way, or a change in a side signal; the % refers to the signal ratio;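 further: potency means the concentration at half of the fitted maximal effect; plate controls were basal doxycycline-induced cells for no effect and cells given 10 µM MG132 for full effect; MG132 reads +100%, hits lower the ratio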
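TMD8 ABC-DLBCL cells carrying doxycycline-inducible green luciferase fused to IkappaBalpha plus unfused red luciferase were exposed to compounds (up to 46 uM) for 4 hrs at 37C. Activity came from the overlap-corrected green/red luminescence ratio.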
Tb PFK block: inhibitors of T. brucei phosphofructokinase; O15648; AID 485367; Potency, µM (titrated, usually from 57.5 µM), for the others: at the top dose activity, negative = inhibition, most hits filed as inhibitors; T. brucei PFK, ADP-Glo luminescence; actives 0.17% (n = 330,000);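 further: potency means the concentration at half of the fitted maximal effect; 0% = uninhibited 1x PFK enzyme wells and -100% = no-enzyme wells; nearly all actives have a fitted effect of over 60% in size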
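Luminescent ADP detection (ADP-Glo, two-step: ATP depletion then ADP-to-ATP conversion for luciferase) reported PFK activity after 45 min room-temperature reaction of 1.25 nM enzyme with 0.5 mM F6P and 0.1 mM ATP at pH 8.0.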
GALK inh: galactokinase (human) inhibition. P51570. Purified GALK, Kinase-Glo residual ATP luminescence. Potency, µM (highest dose often 57.5 µM), inactives show at the highest dose activity change, negative = inhibition, usual class: inhibitors. actives 0.007% (n = 270,000); further: potency means the concentration at half of the fitted maximal effect; on the % scale 0 is the no-effect control and ±100 the full control effect
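Galactose (100 uM) and ATP (35 uM) were turned over by 5 nM GALK for 1 h at RT. Kinase-Glo Plus then converted the remaining ATP into a luminescent signal.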
* = called active by the depositor; i = inactive; ? = inconclusive; . = not tested or not shown; & = joins results of further samples; [ ] = another dose, or the depositor's remark. Unless noted, the call rests on the fitted dose curve; in most records, active means well fitted curve in the direction sought with a large enough effect; inconclusive means small, poorly fitted or top-dose-only effect, or another doubt; inactive means no such curve, though single readings can be large; an effect the other way counts as inactive or inconclusive.

SMILES	TSHR antagonist	A-T KAP1 phos	KCNH2 WT inh	Giardia kill	TCR activator	MLL CXXC-DNA inh	Coupling enz	Chronic BCR inh	Tb PFK block	GALK inh
C=CCn1c(Cc2cccs2)nnc1SCC(=O)NCc1ccco1	-1.6	.	0.0	-4.9	1.0%	-5.2%	0.3	16.3%	?	3.0%
CCN(CCCNC(=O)CCn1c(=O)[nH]c2ccsc2c1=O)c1ccccc1	-9.0	-3.4%	-30.7	-16.8	6.5%	-6.3%	-12.9	-9.4%	-2.5%	-2.2%
COc1cccc(CCNC(=O)COc2cccc3c2OC(C)(C)C3)c1	-10.3	5.9%	5.7	-4.3	0.9%	.	.	-0.4%	-2.9%	.
O=C(c1ccccc1)n1nnc2ccccc21	.	.	-0.6	-2.9	-0.2%	109.9%[activator]	0.6	.	.	0.4%
N#Cc1ccc(OCc2noc(-c3ccsc3)n2)cc1	-0.7	3.6%	6.4	8.0	-1.2%	3.0%	2.9	?	-5.3%	1.2%
C[C@H](NC(=O)c1ccc(Cl)c(S(=O)(=O)N2CCOCC2)c1)c1nc2ccccc2[nH]1	24.3	-2.1%	-18.1	-17.5	.	.	.	-3.1%	-26.9%	.
O=C(COc1ccc(F)cc1)NCCCn1ccnc1	-12.3	20.9%	38.3	-1.3	0.4%	6.6%	1.1	0.2%	-2.1%	9.8%
CCc1ccc(N2CC(C(=O)Nc3cc(C)ccc3F)CC2=O)cc1 (stereo not given)	11.4	16.5%	-1.6	-1.4	-8.3%	2.1%	-0.4	2.1%	4.7%	4.4%
Clc1ccc(-n2c(SC/C=C/c3ccccc3)nnc2-c2cccnc2)cc1	-5.6	-0.2%	0.8	-13.6	.	14.0%	4.6	17.8%	-5.0%	-3.3%
COCc1[nH]nc2c1C(c1c(F)cccc1Cl)C(C#N)=C(N)O2 (stereo not given)	3.5	16.1%	-3.6	23.0	2.7%	-0.6%	-38.8*	?	1.6%	2.9%
Cc1ccc2nc(C)c(C(=O)N/N=C/c3cccs3)cc2c1	11.8	1.5%	-1.7	2.5	5.1%[46.1 µM]	9.7%	2.8	-0.6%	-0.6%	0.9%
O=C1OC(Nc2nc3ccccc3s2)c2ccccc21 (stereo not given)	0.6	2.7%	-7.0	26.0	-20.1%	-23.3%	-0.3	?	-1.4%	1.0%
Cc1c(C(=O)Oc2cccc3cccnc23)cccc1[N+](=O)[O-]	-0.7	0.8%	2.1	39.0[activator]	3.9%	0.5%	-11.7	?	-0.7%	10.4%
Cc1c(C(=O)NCCN2CCOCC2)oc2ccc(S(=O)(=O)N3CCCCCC3)cc12	-9.2	.	3.2	-12.3	-2.4%	-4.6%	10.2	4.0%	-2.7%	0.6%
CCOC(=O)N1CCN(C(=O)c2ccccc2NC(=O)COc2ccccc2)CC1	5.0	6.3%	-1.9	-22.4	1.7%	3.4%	.	-0.1%	-1.7%	-8.1%
COc1cc(N=c2oc3c(C)ncc(CO)c3cc2C(N)=O)cc(OC)c1OC	-6.7	1.6%	-0.9	-4.7	1.5%	?	-4.8	?	1.2%	1.1%
CCN(CC)C(=O)CSc1nc(O)c(Cc2ccccc2)c(=O)n1-c1ccccc1	9.5	3.2%	-3.9	9.1	8.6%	-6.2%	0.5	-3.3%	3.7%	-2.6%
O=C(O)CCSCc1ccccc1F	18.0	6.9%	2.5	-9.1	7.3%	-0.6%	3.5	1.9%	-5.3%	-3.7%
O=C1/C(=C/c2ccccc2F)SC(=S)N1CCC(=O)N1CCCCC1CCO (stereo not given)	-3.1	-2.2%	-28.5	17.1	-3.7%	-12.7%	.	-10.4%	3.1%	1.4%
Oc1ccccc1/C=N/Nc1cccc2cccnc12	-18.7	27.4%	7.1	-14.9	-6.5%	0.3%	.	?	-6.4%	-0.9%
Cn1cc(C(=O)NCN2CCCCC2)c2ccccc21	-3.9	3.4%	6.5	-8.2	1.8%	-0.5%	0.2	?	2.9%	0.9%
COc1cc(OC)c(OC)cc1CNC(=O)c1ccc(COc2ccccc2)cc1	-10.7	0.6%	3.6	5.0	-2.9%	-0.8%	2.6	0.3%	-6.7%	8.3%
C=CCN1CCN(C(c2ccccc2OC)c2nnnn2C(C)(C)C)CC1 (stereo not given)	-4.1	4.9%	6.7	-12.2	-4.1%	?	-0.6	4.1%	3.2%	-1.2%
COC(CNC(=O)c1c[nH]c2ccc(S(=O)(=O)N3CCOCC3)cc2c1=O)OC	-2.5	-7.4%	3.5	5.4	6.2%	-7.2%	3.2	-5.6%	-1.5%	-0.9%
O=C(NC(=S)N(Cc1ccccc1)c1ccccn1)C1CCCCC1	10.3	-3.3%	-1.1	-26.6	0.5%	3.8%	-1.8	3.9%	0.0%	1.3%
CCOc1ccc2[nH]c3nc(SCC(=O)NCC4CCCO4)nnc3c2c1 (stereo not given)	-31.3	6.4%	6.3	6.6	-5.9%	4.5%	-2.5	-3.4%	-10.3%	-1.9%
O=C(N/N=C/c1c(O)ccc2ccccc12)c1ccc(Br)o1	-16.5	-3.0%	2.4	-0.4	.	24.5%	0.7	5.5%	2.0%	-2.5%
CCn1c(SCC(=O)NC2CCCC2)nnc1-c1ccccn1	2.4	7.1%	-3.8	7.5	4.9%	-1.7%	0.6	-0.4%	-10.7%	4.2%
COCCC(=O)N1CCc2ccc(NC(=O)c3ccc(C(F)(F)F)cc3)cc2C1	-17.4	7.0%	-13.0	7.0	7.6%	-2.7%	1.4	?	0.8%	3.4%
CSCCC(NC(=O)c1ccc(Cl)cc1)C(=O)O (stereo not given)	-1.4	1.3%	-12.5	-6.7	-2.8%	9.0%	0.3	1.9%	-0.5%	0.0%
O=C(Nc1nc2ccccc2[nH]1)NC1CCCCC1	-11.1	-1.8%	-21.3	6.7	0.0%	9.8%	2.5	?	-3.8%	6.1%
Oc1c(C(Nc2ccccn2)c2ccccn2)ccc2cccnc12 (stereo not given)	2.1	-0.5%	-2.5	14.7	0.4%	12.9%	2.9	-2.6%	-3.5%	5.8%
FC(F)(F)c1cccc(NC(=S)NNC(=S)Nc2cccc(C(F)(F)F)c2)c1	13.8	16.7%	.	.	.	3.0%	-6.8	?	-21.8%	-5.7%
Cc1ccc(S(=O)(=O)NCCSC(C)(C)C)cc1	0.1	.	-1.4	-4.3	1.0%	11.6%	-0.6	?	-1.6%	1.9%
C=CCn1c(SCC(=O)N2CCCC2)nc2scc(-c3cccs3)c2c1=O	-2.8	-4.1%	4.4	-4.3	-2.5%	0.9%	-1.5	?	-7.2%	1.5%
O=C1CC(N2CCN(c3ccccc3Cl)CC2)C(=O)N1c1ccccc1 (stereo not given)	-15.7	2.3%	-2.4	-5.0	1.8%	-12.7%	-1.5	-0.9%	2.9%	4.3%
O=C(Nc1ccc2nc(-c3cccnc3)[nH]c2c1)c1ccco1	2.2	-4.5%	21.8	?	-3.4%[46.1 µM]	13.3%	-0.7	11.0%	2.2%	-1.6%
COc1cc(OC)cc(C(=O)Nc2cc(NC(=O)c3ccco3)ccc2OC)c1	-4.1	10.0%	5.9	10.5	3.1%	-16.0%	2.0	1.8%	-4.5%	6.4%
Cn1c(CCNC(=O)c2ccco2)nc2cc(NC(=O)C3CCCCC3)ccc21	1.8	-1.7%	7.0	2.5	4.5%[46.1 µM]	7.2%	1.5	?	-0.6%	-1.4%
Cc1ccc(C(=O)N/C(=C/c2ccc(Cl)cc2)C(=O)Nc2cccc(C(=O)O)c2)cc1	28.4	5.0%	-2.8	-3.1	-7.2%	?	10.6	0.6%	20.7%	1.3%
COc1c(/C=N/NC(=O)c2ccccc2O)c(CCN(C)C(C)=O)cc2c1OCO2	-2.2	7.7%	-5.2	1.8	0.3%[46.1 µM]	9.7%	-6.9	?	0.2%	.
O=c1[nH]oc(O)c1-c1ncc(C(F)(F)F)cc1Cl	-5.7	4.6%	i	12.1	2.9%	-8.8%	7.5	-0.8%	-0.4%	-1.0%
O=C(c1cccnc1)N1CCN(C(=O)c2cccs2)CC1	-7.7	-7.9%	-13.8	?	-2.1%	3.4%	2.0	-0.1%	-3.8%	0.1%
CCOC(=O)c1c(-c2ccccc2)oc2ccc(O)c(CN(C)C)c12	-2.1	.	5.0	6.0	-21.9%	-5.0%	-0.5	?	-3.3%	0.5%
O=C(OCC#CCSc1nnc(-c2cccc3ccccc23)o1)c1cccc2[nH]ccc12	6.6&1.0	10.2%&11.9%	.	-1.5	3.2%	.	.	-23.0%&-1.4%	-1.3%&-0.5%	.

Screens deposited in PubChem BioAssay by National Center for Advancing Translational Sciences (NCATS).
